Bioassay records: PubChem, National Center for Advancing Translational Sciences (NCATS)
S3 lipid droplet – qHTS Assay for Lipid Storage Modulators in Drosophila S3 Cells | lipid storage change, negative = inhibition, % at the top dose, mostly 46.1 µM; hits show Potency in µM | Drosophila S3 cells, BODIPY lipid droplet fluorescence, 18-24 h; cells fed with added oleic acid | AID 2685 | 0.64% of 320,000 active; active = well fitted inhibition curve with a large enough effect in the signal ratio, with a control signal flat, not every such curve was filed as active; inconclusive = small, poorly fitted or top-dose-only effect, or effect the other way, or a change in a side signal; the % refers to the signal ratio
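Laser-scanning cytometry quantifies lipid droplet accumulation (500–530 nm total intensity; droplet/cell object ratio) in oleic acid-fed (400 uM added) Drosophila S3 cells treated with a concentration series. 20 uM Triacsin C defined 100% inhibition.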
S3 lipid droplet cell count max – also measured in S3 lipid droplet; calls as there; cell number change, %; measured here: cell count max response;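 cells counted by Cell Tracker Red CMTPX staining in the red channel; peak over a dose series mostly up to 46.1 µM; percent activity relative to internal control wells on each plate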
* = called active by the depositor; i = inactive; ? = inconclusive; . = no result given; [ ] = dose if it differs, or a comment. % is scaled to controls: 0 for no effect and ±100 for the full control effect; potency is read from the fitted curve at half-maximal effect. The list is partial; rates above refer to the full screens.

Each structure is followed by: S3 lipid droplet | S3 lipid droplet cell count max
O=C(c1ccc(-c2nc3ccccc3s2)s1)N1CCOCC1
  ? | .
COC(OC)c1ccc(C#N)c(SCc2ccccc2)n1
  9% | 2
COc1cc(OC)c(-c2c3cc(O)c(=O)cc-3oc3cc(O)c(O)cc23)cc1OC
  ? | .
O=C(COc1ccc(Cl)cc1Cl)Nc1ccc(CN2CCCCC2)cc1
  21% | -19
C/C(=N\NC(=O)c1ccc(N(C)C)cc1)c1ccc(C)cc1C
  ? | .
Cc1noc(C)c1S(=O)(=O)N1CCCC(C(=O)N2CCc3ccccc3C2)C1 (stereo not given)
  ? | .
Cc1cc(Cl)ccc1OCC(=O)N1CC(C)CC(C)C1 (stereo not given)
  ? | .
CSc1ccccc1OCc1cc(C(=O)N2CCN(c3ccccc3)CC2C)no1 (stereo not given)
  ? | .
COc1ccc(CCC(=O)NC(C)c2ccccc2)cc1OC (stereo not given)
  i | .
Cc1c(NC(=O)NCc2ccccc2)c(=O)n(-c2ccccc2)n1C
  ? | .

Laid out differently: results already given
Compound,S3 lipid droplet,S3 lipid droplet cell count max
Cc1cc(Cl)ccc1OCC(=O)N1CC(C)CC(C)C1 (stereo not given),?,.
COc1cc(OC)c(-c2c3cc(O)c(=O)cc-3oc3cc(O)c(O)cc23)cc1OC,?,.

The listing continues:
Each structure is followed by: S3 lipid droplet | S3 lipid droplet cell count max
Cc1nc2ccc(C(=O)N3CCSCC3)cc2s1
  ? | .
O=[N+]([O-])c1cc(-c2nc(-c3ccncc3)no2)cc([N+](=O)[O-])c1
  ? | .
CCOc1ccc(/C=N/NC(=O)c2nnn(-c3nonc3N)c2-c2cccs2)cc1
  ? | .
CCN(CC)C(=O)Cn1cc(C(=O)C(=O)NCc2cccs2)c2ccccc21
  6% | -5
CN(C)c1ccc(Nc2nc(-c3cccnc3)cs2)cc1
  ? | .
CCCCCC(=O)Nc1c(-c2ccc(OC)cc2)c(=O)c2ccccc2n1C
  ? | .
COc1ccc(NC(=O)c2ccccc2N(Cc2ccccc2)S(C)(=O)=O)cc1OC
  2% | 2
CC(=O)Oc1ccccc1C(=O)NC(C)CCc1ccccc1 (stereo not given)
  ? | .
CN(C)c1ccc(NC(=S)NC23CC4CC(CC(C4)C2)C3)cc1
  ? | .
O=C1COc2ccc(S(=O)(=O)NCc3ccccc3)cc2N1
  ? | .
COc1ccc2c(c1OC)C(=O)O[C@@H]2[C@H]1c2c(cc3c(c2OC)OCO3)CCN1C
  ? | .
COc1ccc(C(C)(C)C)cc1NC(=O)CCNC(=O)c1ccco1
  -27% | 9
Cc1ccc(Cn2c(N3CCCCCC3)nc3c2c(=O)[nH]c(=O)n3C)cc1
  18% | -22
Cc1cc(Cl)ccc1NNC(=O)c1cccs1
  6% | 7
CC(C)Oc1ccc(N2CC(C(=O)Nc3ccccc3C(=O)NC3CC3)CC2=O)cc1 (stereo not given)
  i[0.0737 µM] | .
O=C(O)c1ccccc1N/C=C\[N+](=O)[O-]
  -13% | 2
COc1c(OC2OC(C(=O)O)C(O)C(O)C2O)cc(O)c2c(=O)cc(-c3ccccc3)oc12 (stereo not given)
  ? | .
CCN(CC(=O)NCc1cccs1)c1ccc(S(=O)(=O)N2CCN(C)CC2)cn1
  1% | 20
COc1ccc(C(=O)NC(C)c2nnc(SCC(=O)NC3CCCC3)n2C)cc1 (stereo not given)
  i | 1
CCCCS(=O)(=O)N1CCCC(C(=O)N2CCOCC2)C1 (stereo not given)
  7% | 28
Cn1nccc1C(=O)Nc1sc2c(c1C(N)=O)CCCC2
  -5% | -8
Cc1cc(Br)cc(Cl)c1OCC(=O)NC(=O)NCc1ccccc1
  1% | -29
COc1ccc(OC(C)C(=O)N2CCc3ccccc3C2)cc1 (stereo not given)
  ? | .
COc1ccc(-c2nc(-c3ccc(O)cc3O)cs2)cc1OC
  ? | .
COC(CN(C)C(=O)c1ccc(CS(=O)(=O)c2ccccc2C)o1)OC
  ? | .
COc1ccc(Cl)cc1NC(=S)Nc1ccccc1C
  ? | .
CC(=O)c1cccc(NC(=O)Nc2cccs2)c1
  ? | .
Clc1cccc(-c2csc(Nc3cccnc3)n2)c1
  2% | -5
CCC(Oc1ccccc1)C(=O)Nc1nc2c(s1)C(=O)CC(C)(C)C2 (stereo not given)
  -19% | -24
CCN(CC)CCCNC(=S)N1CCN(c2nc(-c3ccccc3)cs2)CC1
  ? | .
CC1(C)CC(=O)C(C=Nc2cccnc2/N=C/C2=C(O)CC(C)(C)CC2=O)=C(O)C1
  ? | .
COC(=O)c1ccc(OC(=O)c2ccc(OCc3c(C)noc3C)c(OC)c2)cc1
  -3% | -3
CC1CN(C(=O)CCC(=O)NCc2ccccc2)c2cc(Cl)ccc2O1 (stereo not given)
  i | -8
Cc1cc(NC(=O)Cn2cc(C(F)(F)F)cc(Cl)c2=O)no1
  -2% | -12
CN(C)CCOC(=O)NC12CC3CC(CC(C3)C1)C2
  -12% | 13
CC(C)(C)NC(=O)Cn1c(=O)c(=O)n(Cc2ccccc2)c2ccc(Cl)cc21
  18% | .
CCOC(=O)c1cc(C)nn1-c1nc(Cl)cc(OC)n1
  ? | .
N=C1/C(=C/c2cccn2CCOc2ccccc2)C(=O)N=C2SC=C(c3ccccc3)N12
  ? | .
CC1CCN(C(=O)/C(=C\c2cccs2)NC(=O)c2ccccc2)CC1
  8% | 2
CCCC(C)NC(=O)c1ccc(C2SCC(=O)N2Cc2ccco2)cc1 (stereo not given)
  i | .

An excerpt of these results, with tabs.
molecule	S3 lipid droplet	S3 lipid droplet cell count max
CC(C)(C)NC(=O)Cn1c(=O)c(=O)n(Cc2ccccc2)c2ccc(Cl)cc21	18%	.
COC(=O)c1ccc(OC(=O)c2ccc(OCc3c(C)noc3C)c(OC)c2)cc1	-3%	-3
CC1(C)CC(=O)C(C=Nc2cccnc2/N=C/C2=C(O)CC(C)(C)CC2=O)=C(O)C1	?	.
CC1CCN(C(=O)/C(=C\c2cccs2)NC(=O)c2ccccc2)CC1	8%	2
CCCC(C)NC(=O)c1ccc(C2SCC(=O)N2Cc2ccco2)cc1 (stereo not given)	i	.

(list continues)
Each structure is followed by: S3 lipid droplet | S3 lipid droplet cell count max
COc1ccc(CCN2C(=O)c3cccc4c(C(=O)N5CCCCC5)ccc(c34)C2=O)cc1OC
  -4% | -10
Cc1nn(C)c(C)c1S(=O)(=O)N1CCCC(C(=O)NC2CCCCCC2)C1 (stereo not given)
  -6% | -13
CC(C)(C)c1[nH]nc2c1C(c1ccccc1OC(=O)N1CCOCC1)C(C#N)=C(N)O2 (stereo not given)
  0% | -1
CCCNC(=S)N1CCCC(c2nc3ccccc3[nH]2)C1 (stereo not given)
  ? | .
COc1ccccc1N1CCN(CC(O)COc2ccc(S(=O)(=O)N3CCOCC3)cc2)CC1 (stereo not given)
  ? | .
COC(=O)c1cc2n(n1)CCN(Cc1cccc(OC)c1)C2=O
  0% | -17
Cc1cc(C)c(NC(=O)C2CCCO2)c(C)c1NC(=O)C1CCCO1 (stereo not given)
  ? | .
COc1cc(NS(=O)(=O)c2c(C)[nH]c(C)c2C(=O)N2CCCC2)cc(OC)c1OC
  i | .
CC(C(=O)N1CCCCC1)N(C)CC(=O)Nc1ccc(Cl)cc1 (stereo not given)
  ? | .
Cc1cc(C)c(C(=O)CN2C(=O)NC3(CCCCC3)C2=O)cc1C
  ? | .
O=C1c2ccccc2C(=O)N1CCSc1nnc(-c2ccco2)n1Cc1ccccc1
  ? | .
COc1ccccc1C(CNc1ccc(S(=O)(=O)N2CCCC2)cc1[N+](=O)[O-])N(C)C (stereo not given)
  i | 23
O=[N+]([O-])c1cccnc1N/N=C/c1ccccc1O
  -16% | -5
CCOC(=O)c1ccc(N/C=C2/CCCC(C)C2=O)cc1 (stereo not given)
  i | .
O=C(COc1ccc2ccc(=O)oc2c1)NCC(O)c1ccccc1 (stereo not given)
  i | -20
C=CCSc1nc(N2CCOCC2)c2c(c1C#N)CC(C)(C)N(C)C2
  -1% | -1
O=C1CC(N2CCN(c3ccccc3F)CC2)C(=O)N1c1ccc2c(c1)OCCO2 (stereo not given)
  14% | -23
CC(NC(=O)c1ccco1)c1nc(-c2ccccc2Cl)no1 (stereo not given)
  i | -2
O=C(Cc1ncc(C(F)(F)F)cc1Cl)NCc1ccco1
  ? | .
Cc1ccc(NC(=O)NC(=O)N(C2CCCCC2)S(=O)(=O)c2ccccc2)cc1
  ? | .
COc1cc(C(=O)NC2CCN(CC(=O)NC3CCCCC3)CC2)cc(OC)c1OC
  ? | .
CC(C)(C)c1ccc(C(=O)NCc2nnc(SCC(=O)NC3CCCC3)o2)cc1
  ? | .
NC(=O)COC(=O)CCCc1nc2ccccc2s1
  ? | .
COc1ccc(/C=C(\NC(=O)c2ccccc2)C(=O)OC[C@@H]2CCC[N+]3(C)CCCCC23)cc1OC (stereo not given in full)
  0% | 4
O=C(C[n+]1cccc(O)c1)NCc1ccc(Cl)cc1
  ? | .
O=S(=O)(c1cccc(-c2nnc3n2CCCCC3)c1)N1CCCC1
  4% | -26
CCOC(=O)Nc1ccc(S(=O)(=O)NC2CCCCC2)cc1
  ? | .
CCOC(=O)N1CCN(C(=O)c2cc(C)no2)CC1
  -1% | 0
CCc1ccc(C2CC(=O)NC(SCC(=O)OC(C)C)=C2C#N)cc1 (stereo not given)
  2% | 5
CC(=O)Nc1ccc(C2=NN(CC#N)C(=O)SC2)cc1
  ? | .
CCCc1nn2c(=O)cc(CSCC(=O)Nc3ccc(F)cc3)nc2s1
  i | 13
CC(=O)Nc1ccc(N2C(=O)CC(Sc3nccc(C)n3)C2=O)cc1 (stereo not given)
  i | 9
Cc1cccc(C)c1OCC(=O)Nc1cccc(S(=O)(=O)N2CCCC2)c1
  ? | .
CC(C)N1CC(C(=O)Nc2ccc(Cl)c(Cl)c2)CC1=O (stereo not given)
  ? | .
Cc1ccc(S(=O)(=O)Nc2nc(C)cc(N/N=C/c3ccc(O)cc3)n2)cc1
  -2% | -12
CCOc1ccc(OCC)c(S(=O)(=O)NCc2ccccc2)c1
  2% | 11
CC1Cc2cc(S(=O)(=O)NCCC(=O)NCc3ccc(F)cc3)ccc2N1C(=O)C1CC1 (stereo not given)
  ? | .
COc1cc(NC(=O)COc2cccc3c2OC(C)(C)C3)cc(OC)c1OC
  ? | .
O=C(CN1C(=O)c2ccccc2S1(=O)=O)NCc1cccs1
  ? | .
Cc1cc(C)nc(Nc2n[nH]c(-c3cccc4ccccc34)n2)n1
  -20% | 2
Cc1nn(-c2ncc(C(F)(F)F)cc2Cl)c(=O)n1-c1ccccc1
  8% | 25
COc1ccc(CCNC(=O)Nc2ccc([N+](=O)[O-])cc2)cc1OC
  ? | .
CCOC(=O)/C=C/CN(C(=O)OC(C)(C)C)S(=O)(=O)N1CC=CC1
  10% | 11
Cc1cccc(C)c1N1CC(=O)N(c2c(C)cccc2C)CC1=O
  10% | -1
COc1cc(C(=O)NNC(=O)c2cc(S(=O)(=O)N(C)C)ccc2N2CCCC2)cc(OC)c1OC
  ? | .
O=c1[nH]c2c(c3c1CCCC3)CCCC2
  ? | .
CC1=C/C(=N\N=C2\NC(=O)C(CC(=O)Nc3ccccc3F)S2)CC(C)(C)C1 (stereo not given)
  ? | .
Cc1cc2c(c(SCC(=O)Nc3ccc(C)c(C)c3)n1)C(=O)OC2
  -2% | -11
CC1(C)Cc2ccccc2C2=NNC(=O)C2=N1
  -14% | -12
COc1ccc(C(=O)/C=C/c2ccc(O)cc2)c(O)c1CC=C(C)C
  ? | .

Following part.
Each structure is followed by: S3 lipid droplet | S3 lipid droplet cell count max
COc1ccc(NC(=O)Nc2cccc([N+](=O)[O-])c2)cc1Cl
  ? | .
O=C(CSc1nnc2c(Cl)cc(C(F)(F)F)cn12)NCc1ccc(F)cc1
  -14% | -7
CC(C)OC(=O)CSc1nnc(-c2ccco2)n1N
  ? | .
COC(=O)C1=CN(Cc2ccc(OC)cc2)C=C(C(=O)OC)C1c1ccc(O)c(OC)c1
  ? | .
CN(C)c1ccnc(N(Cc2ccccc2)Cc2ccccc2)c1C#N
  ? | .
CC(C)(C)C(=O)NC1CCN(S(=O)(=O)c2ccccc2F)CC1
  ? | .
O=c1cc(O)c2sc3nc4c(c(C(F)(F)F)c3c2[nH]1)CCCCC4
  -14% | -9
COc1ccc(NC(=O)C2CCN(C(=O)NCc3ccccc3)CC2)cc1
  ? | .
Cc1ccc(OCC(=O)Nc2ccc3c(c2)nc(CCN2CCN(C)CC2)n3C)cc1
  0% | .
Cc1cc(SCC(=O)c2cccc([N+](=O)[O-])c2)nc(=O)[nH]1
  ? | .

Quoted at random: 2 entries already listed
Each structure is followed by: S3 lipid droplet | S3 lipid droplet cell count max
COc1ccc(NC(=O)c2ccccc2N(Cc2ccccc2)S(C)(=O)=O)cc1OC
  2% | 2
CSc1ccccc1OCc1cc(C(=O)N2CCN(c3ccccc3)CC2C)no1 (stereo not given)
  ? | .

Later entries.
Each structure is followed by: S3 lipid droplet | S3 lipid droplet cell count max
Clc1ccccc1-c1ncnc2ccc(Br)cc12
  0% | -18
COc1ccc(NC(=S)N(CCCN2CCCC2)Cc2cccs2)cc1
  ? | .
COc1ccc(C(=O)C(C)N(C(=O)c2ccc(Cl)cc2Cl)N2C(=O)C3C4C=CC(C4)C3C2=O)cc1 (stereo not given)
  ? | .
CN(CCC1CCOCC1)C(=O)C1CCC(=O)N(CCc2ccc(Cl)cc2)C1 (stereo not given)
  i | .
Oc1ccccc1/C=N/n1c(-c2cccs2)n[nH]c1=S
  ? | .
O=[N+]([O-])c1ccccc1/C=C\C=N\N1CCN(c2ccccc2)CC1
  6% | 4
O=C(NC1CCCCC1)Oc1cccc2ccccc12
  -22% | -2
